# Screening data deposited in PubChem BioAssay by several laboratories.
# Rev-erbA mod – modulators of human Rev-erb alpha DNA binding; activity, % at 10 µM; AID 1259318; 0.79% of 370,000 active; Rev-erbα–FITC-DNA binding, fluorescence polarization, 90 min;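 active = activity above about 14%, limit read from the data; passing the limit was not always enough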;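 note: 0% = DMSO wells with 35 nM protein and 100% = DMSO wells with 750 nM protein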
# Target sequence (P20393 whole entry, looked up): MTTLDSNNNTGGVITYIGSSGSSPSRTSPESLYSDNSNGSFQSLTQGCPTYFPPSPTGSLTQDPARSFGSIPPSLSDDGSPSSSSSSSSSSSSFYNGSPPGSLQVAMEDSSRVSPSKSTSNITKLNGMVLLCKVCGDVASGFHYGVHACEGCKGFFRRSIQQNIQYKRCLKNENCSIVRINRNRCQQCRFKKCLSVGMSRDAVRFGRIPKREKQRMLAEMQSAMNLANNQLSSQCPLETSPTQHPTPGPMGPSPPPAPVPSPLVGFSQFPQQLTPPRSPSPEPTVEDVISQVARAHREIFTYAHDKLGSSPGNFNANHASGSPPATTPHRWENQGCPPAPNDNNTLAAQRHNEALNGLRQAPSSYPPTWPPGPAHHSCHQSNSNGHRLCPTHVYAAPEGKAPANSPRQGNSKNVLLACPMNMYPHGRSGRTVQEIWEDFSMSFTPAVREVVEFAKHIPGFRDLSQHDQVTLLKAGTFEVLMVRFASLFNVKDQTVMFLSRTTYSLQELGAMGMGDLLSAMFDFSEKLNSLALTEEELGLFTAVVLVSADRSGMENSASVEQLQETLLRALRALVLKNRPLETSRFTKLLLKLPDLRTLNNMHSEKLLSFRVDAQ
# PG9 Ab binder – PG9 antibody binding by small molecule; TR-FRET gp120-PG9 antibody binding; inhibition, % at 6.7 µM; 0.43% of 360,000 active; AID 624416; in the data active = inhibition above about 8.5%
# hcDAF-12 act – activates DAF-12 receptor from parasite H. contortus; HEK293 hcDAF-12 lit1-tk-luc reporter, luminescence; 0% DMSO, 100% Δ7-dafachronic acid; activation, % at 6.8 µM; 1.4% of 370,000 active; AID 652067;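 active = activation above the mean of all tested compounds plus 3 SD, cut at about 5.5% in these data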;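 note: 100% = response to 3 µM Δ7-dafachronic acid high control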
# hgDAF-12 ag – hgDAF-12 agonism, primary luciferase screen; HEK293 GAL4-hgDAF12 UAS-luciferase reporter, agonist luminescence; normalized to butyrate control; activation, % at 6.8 µM; 1.8% of 370,000 active; AID 687014;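 active = activation above a cutoff set at the mean of all screened compounds plus 3 SD, cut at about 10% in these data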;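 note: 0% = DMSO wells and 100% = sodium butyrate wells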
# SMARCA2 activ – SMARCA2 function activation, primary screen; MG213 cells, MMTV-luciferase reporter, dexamethasone, overnight; activation, % at 9.1 µM; 1% of 370,000 active; in the data active = activation above about 7.8%;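 note: 0% = vehicle wells and 100% = reference activator wells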
# DAX1 inh-1 – inhibits human nuclear receptor DAX1; P51843; HEK293 Gal4-DAX1 luciferase reporter, luminescence; inhibition, % at 6.75 µM; 0.99% of 340,000 active; AID 504766;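 active = inhibition above the mean over all tested compounds plus 3 SD, cut at about 4.2% in these data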;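 note: 0% = DAX1-transfected cells with DMSO and 100% = empty-vector control cells with DMSO; inhibition shows as a rise in luminescence from relieved DAX1 repression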
# Target sequence (P51843 207-470 limits assumed): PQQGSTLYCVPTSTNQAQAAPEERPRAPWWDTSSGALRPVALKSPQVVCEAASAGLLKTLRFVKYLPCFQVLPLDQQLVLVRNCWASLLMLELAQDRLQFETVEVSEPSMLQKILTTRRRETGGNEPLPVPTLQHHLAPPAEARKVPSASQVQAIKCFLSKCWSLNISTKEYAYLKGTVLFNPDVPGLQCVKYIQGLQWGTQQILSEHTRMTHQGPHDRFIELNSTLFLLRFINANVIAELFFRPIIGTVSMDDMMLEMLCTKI
# sPLA2-III inh – Blocks human group III sPLA2 activity; AID 743126; Q9NZ20; inhibition, % at 12.2 µM; QFRET BODIPY PC-A2 liposome hydrolysis, fluorescence; 0.56% of 370,000 active;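 active = inhibition above mean plus 3 SD of compounds lying within the high and low control bounds, cut at about 19% in these data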;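 note: 0% = median of test compound wells and 100% = no enzyme DMSO wells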
# DAX1 inh-2 – inhibitors of DAX1 repression of SF-1 activated StAR promoter. AID 652010. inhibition, % at 6.8 µM. 1.1% of 370,000 active. HEK293T StAR-luciferase reporter, SF-1/DAX-1 repression relief;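 active = inhibition above the mean over all tested compounds plus 3 SD, cut at about 3.6% in these data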;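 note: 0% = DAX-1 cells with DMSO and 100% = cells lacking DAX-1 with DMSO; higher inhibition means more luminescence from relief of DAX-1 repression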
# PLC-beta3 inh – PLC-beta3 (human) inhibition, primary screen. Purified PLC-beta3, fluorogenic substrate, fluorescence. inhibition, % at 12.2 µM. 0.18% of 370,000 active. AID 720704; in the data active = inhibition above about 11%;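 note: 0% = median of compound wells on plate and 100% = full blocker control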
# ssDAF12 agonist – activates DAF-12 receptor from parasite S. stercoralis | AID 652126 | activation, % at 6.8 µM | 1% of 370,000 active | HEK293 ssDAF-12/GRIP1 lit1-tk-luc reporter, luminescence; % of 3 µM dafachronic acid response;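 active = activation above the mean over all tested compounds plus 3 SD, cut at about 0.9% in these data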;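 note: 0% = DMSO-only wells and 100% = 3 µM delta7-dafachronic acid wells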
# FXN GAA850 act – frataxin GAA850 promoter activation; AID 540364; activation, % at 6 µM; HEK293 lucGAA850 FXN promoter luciferase reporter, 24 h; percent of 10 µM SAHA response; 0.56% of 360,000 active;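 active = activation above the average of all compounds screened plus 3 SD, cutoff fixed separately per campaign, cut at about 7.5% in these data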;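 note: 0% = DMSO wells and 100% = 10 µM SAHA wells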
# An asterisk follows results filed as active; i = inactive; x = not tested or not shown; & = joins results of further samples.
SMILES,Rev-erbA mod,PG9 Ab binder,hcDAF-12 act,hgDAF-12 ag,SMARCA2 activ,DAX1 inh-1,sPLA2-III inh,DAX1 inh-2,PLC-beta3 inh,ssDAF12 agonist,FXN GAA850 act
N#Cc1ccccc1OCC(=O)NC1CCCCCC1,6,0.8,4.8,11*,0,3.2,8,1.9,0,-0.1,0.8
CCOC(=O)c1ccc(S(=O)(=O)N2CCN(CC(O)COc3ccc(C#N)cc3)CC2)cc1 (configuration not stated),-1,1.4,-0.8,-1.2,-3,0.1,-16,-0.1,-7,-1.6,1.9
CCN(CC(=O)Nc1ccc(OC)cc1)C(=O)c1ccc(NS(=O)(=O)c2ccc(C(C)=O)cc2)cc1,-1,3.8,-0.8,0.1,-1,0.5,-2,-1.5,-10,-0.5,6.2
Cn1cccc1C(=O)OCC(=O)NCc1ccc2c(c1)OCO2,-3,-0.7,0.7,4.3,-1,0.2,-36,-0.6,-14,-1.6,-0.1
O=C(COC(=O)c1ccco1)Nc1ccc(N2CCOCC2)cc1,5,-0.2,1.7,0.3,-1,-0.2,2,-1.2,-1,-0.8,2.1
O=C(Cc1cccs1)Nc1ccc(-c2nnc(-c3ccco3)o2)cc1,-6,1.9,0.6,0.6,2,-0.8,-4,-0.1,-6,-0.9,4.5
COc1ccc(C)cc1NS(=O)(=O)c1ccc2c(c1)N(C(C)=O)CCO2,-3,1.7,0.1,0.3,-2,0.6,-3,-0.1,-6,-0.4,-1.8
CCc1ccc(NC(=O)C2CCN(S(=O)(=O)c3ccc4c(c3)CC(C)N4C(C)=O)CC2)cc1 (configuration not stated),-7,1.0,-2.4,-0.6,-8,-4.0,13,-0.6,-6,-1.9,-1.9
CCN(CC)C(=O)C1=C(C)N(Cc2ccccc2)C(=O)C(CC(=O)NC2CC2)C1 (configuration not stated),0,-0.8,2.2,2.0,-1,2.4,3,0.1,3,-0.7,-2.4
O=C(/C=C/c1ccc2c(c1)OCO2)NCCSCc1ccc(Cl)cc1Cl,5,-2.1,0.9,1.0,-3,1.2,0,-1.1,-2,-1.4,2.1
COc1ccc(NC(=O)c2c(F)c(F)c(F)c(F)c2F)cc1Cl,2,-1.5,0.9,6.9,-3,0.5,-9,-0.1,0,-0.5,3.1
COc1cccc(OCC(=O)Nc2ccccc2C(N)=O)c1,-4,1.2,0.8,6.4,-1,1.0,-2,0.6,-3,-0.5,3.0
CN1OC[C@@H]2CN(C(=O)CCc3ccccc3)[C@H](c3cccc(N4CCOCC4)c3)C[C@@H]21,3,0.9,-1.5,0.2,-5,1.2,11,0.6,3,-0.5,1.8
O=C(NCc1cccnc1)c1cn(-c2ccccc2)nc1-c1cccs1,5,0.9,0.2,2.2,4,1.1,-10,0.2,-3,-1.7,2.1
COc1ccc(CCNC(=O)COc2cc(C)cc3oc(=O)cc(C)c23)cc1OC,-4,-2.0,-1.0,-0.6,1,-0.1,1,-1.8,-9,-1.5,-0.3
O=C(NCCN1CCN(Cc2ccccc2)CC1)C1CC(=O)N(C2CCCC2)C1 (configuration not stated),0,-0.9,-0.7,-1.3,2,-0.2,4,0.4,2,0.3,-1.9
CCn1c(SCC(N)=O)nc2sc3c(c2c1=O)CCN(C)C3,2,-0.5,2.9,3.7,-1,-0.5,-6,0.0,-143,-1.4,0.8
COc1ccc(C(=O)Nc2ccc(N3CCN(Cc4ccccc4)CC3)cc2)cc1,0,-3.5,-1.4,0.0,-6,x,0,0.4,5,0.3,1.5
O=C(/C=C/c1cccc(Cl)c1)Nc1ccncc1,0,-2.5,-0.1,0.1,-2,-0.8,-11,-0.5,-1,-1.8,-0.1
O=C(O)c1cccc(N2C(=O)c3cc([N+](=O)[O-])cc4cc([N+](=O)[O-])cc(c34)C2=O)c1,-7,-1.8,-1.9,-1.4,0,-0.7,5,-0.6,-12,-1.6,0.8

# Looked up above.
# Result of COc1ccc(C)cc1NS(=O)(=O)c1ccc2c(c1)N(C(C)=O)CCO2 in DAX1 inh-2: -0.1
# Result of COc1ccc(CCNC(=O)COc2cc(C)cc3oc(=O)cc(C)c23)cc1OC in DAX1 inh-2: -1.8
# Result of O=C(NCc1cccnc1)c1cn(-c2ccccc2)nc1-c1cccs1 in Rev-erbA mod: 5
# Result of O=C(/C=C/c1ccc2c(c1)OCO2)NCCSCc1ccc(Cl)cc1Cl in PLC-beta3 inh: -2
# Result of CCN(CC(=O)Nc1ccc(OC)cc1)C(=O)c1ccc(NS(=O)(=O)c2ccc(C(C)=O)cc2)cc1 in hcDAF-12 act: -0.8
# Result of CCN(CC)C(=O)C1=C(C)N(Cc2ccccc2)C(=O)C(CC(=O)NC2CC2)C1 (configuration not stated) in ssDAF12 agonist: -0.7

# Going on with the list.
SMILES,Rev-erbA mod,PG9 Ab binder,hcDAF-12 act,hgDAF-12 ag,SMARCA2 activ,DAX1 inh-1,sPLA2-III inh,DAX1 inh-2,PLC-beta3 inh,ssDAF12 agonist,FXN GAA850 act
CCOc1ccc(S(=O)(=O)N(CC(=O)O)c2ccccc2)cc1,2,-1.3,-1.5,-0.2,-1,-0.4,-1,-0.2,-4,-0.5,0.1
Cc1cc(N2CCN(c3ccc(F)cc3)CC2)nc2cc(O)ccc12,-3,-0.2,-1.7,-1.4,1,-0.8,-54,0.0,-219,-1.5,-0.6
CCCC(=O)c1cc(F)c(N2CCN(C(=O)OCC)CC2)cc1C,3,0.1,-0.7,-2.3,-1,0.1,-2,-0.5,0,-0.5,-1.6
N#Cc1ccc(N2CCCC2C(=O)O)c([N+](=O)[O-])c1 (configuration not stated),3,-3.4,0.8,-2.0,5,-0.8,8,-0.3,3,-0.9,1.2
CCCn1c(C2CCCN2c2nc(-c3ccc(C)cc3)cs2)nc2ccccc21 (configuration not stated),-4,-0.7,2.6,2.0,-1,2.6,-1,0.0,-4,-1.0,-2.1
CC(=O)NC1CC2CCCC(C1)N2CC(=O)Nc1ccccc1 (configuration not stated),-3,-0.6,-0.6,1.3,0,-0.4,2,-0.6,-1,-1.5,0.9
O=C(NC1CCCCC1)C1CCCN(S(=O)(=O)c2cccc3cccnc23)C1 (configuration not stated),-2,-1.6,-2.2,1.6,4,-0.5,-4,-0.6,-6,-1.0,-1.2
CCOC(=O)C(C(=O)OCC)C(C)(C)/C(C)=N\Nc1ccc([N+](=O)[O-])cc1[N+](=O)[O-],-1,-1.5,-2.4,2.9,2,-2.0,1,0.6,6,-2.0,1.6
COc1ccccc1CNc1nc(C)c(C(C)=O)s1,-2,-1.0,-1.1,2.5,0,-0.8,-1,0.3,4,-0.8,3.6
CC(C)(C)OC(=O)C[C@H]1C/C=C\C[C@@H](CC(=O)NCCO)C(=O)N[C@H](Cc2ccccc2)COC1=O,5,2.4,-0.6,0.4,-3,1.7,-3,-0.4,0,-0.5,-0.2
O=C(NCCCNC(=O)NC1CCCCC1)NC1CCCCC1,-3,1.1,-1.5,-0.4,-4,x,6,0.2,2,-0.7,x
Cc1cc(C(=O)O)c(C)n1Cc1ccncc1,1,0.7,0.0,-0.2,-4,1.4,4,-0.4,-6,-1.9,-0.4
Cc1c(C(=O)Nc2cc(S(=O)(=O)N3CCOCC3)ccc2N2CCOCC2)oc2ccccc12,-8,2.9,-0.1,-0.2,-3,3.0,-1,-0.5,-13,-2.3,2.3
CC(C)CN(C(=O)C1CC1)c1c(N)n(Cc2ccccc2)c(=O)[nH]c1=O,-3,-0.9,-1.6,-2.3,-2,0.6,6,0.9,-7,-1.2,0.5
CC1=C(/C=C/C(C)=C/C=C/C(C)=C/C(=O)O)C(C)(C)CCC1,-7&-1,-1.8,1.7,-0.6,-5,0.7,-10,1.1,-1,-1.6,-0.4
CCCOc1ccc(Cn2ccnc2)cc1[N+](=O)[O-],1,-2.2,-1.6,-4.2,3,-1.4,5,0.1,3,-1.7,0.5
COc1cccc(/C=N/Nc2ccc(Cl)nn2)c1OC,8,-0.6,-1.3,2.3,2,5.6*,13,-0.7,-8,-0.9,1.7
Cc1ccsc1C(=O)N1CC=C(c2ccccc2)CC1,-6,1.7,-1.4,0.7,-2,2.6,10,2.3,-9,-1.2,-0.9
C[C@H](c1ccccc1)N1C[C@H](COCc2ccccc2)Oc2cc(N3CC[C@@H](N(C)C)C3)ccc2S1(=O)=O,1,1.1,0.1,1.1,0,x,-4,0.2,2,-0.7,x
COc1ccc(-c2cccc(NS(=O)(=O)c3cc([N+](=O)[O-])ccc3Cl)c2)nn1,2,-1.9,-1.2,-0.8,2,0.3,-18,0.4,-4,-0.6,2.0
COc1ccc(C(=O)COc2ccc(NC(C)=O)cc2)cc1,2,-1.5,0.4,1.1,0,0.6,-2,-0.1,0,-1.5,-3.0
COc1ccc(S(=O)(=O)N2CCCCCC2)cc1N(C)S(=O)(=O)c1ccc(C)cc1,5,-1.3,-3.8,-4.1,-4,-3.1,3,-1.7,-4,-2.5,-3.1
O=C(Nc1ccccc1)O/N=C(\c1ccccc1)c1ccccn1,-1,-1.9,-0.1,16*,0,-0.1,2,0.6,1,-1.1,4.2
COc1ccc(OC)c(Nc2nc(C3CC3)nc3c2nnn3Cc2ccccc2)c1,6,-0.8,2.9,-2.0,0,1.2,1,-0.4,-29,-0.6,-1.5
CC(C)CC(C(=O)O)N1C(=O)C2C3C=CC(C2C1=O)C1C(=O)N(C(CC(C)C)C(=O)O)C(=O)C31 (configuration not stated),-1,-0.5,-1.4,1.2,-1,0.6,4,-0.5,-7,-0.7,2.1
O=C(OCCCC(=O)N1CCOCC1)c1ccccc1,-3,0.7,0.7,3.0,-3,-1.2,12,0.1,2,-0.5,-1.8
Cc1cc(NC(=O)CCSc2ccccc2)no1,-6,0.9,-0.3,-1.6,-4,0.9,4,0.9,-6,-1.4,0.2
S=C(NCCc1ccccc1)NC1CC2CCC(C1)N2Cc1ccccc1 (configuration not stated),4,-2.8,-0.2,-3.0,-3,1.6,6,0.5,2,-0.9,0.1
CC1Cc2ccccc2N1C(=O)c1cc2sccc2n1Cc1ccccc1 (configuration not stated),5,-0.5,0.0,-0.1,-3,0.2,-2,-0.5,-14,-0.2,1.2
Cn1c(Cc2nc(-c3cnccn3)no2)nnc1SCC(=O)Nc1ccccc1,0,0.6,-0.8,-0.3,-3,2.1,-24,-0.8,-1,-2.0,1.3
CN1CCN(C(=O)c2cnn3c(C(F)(F)F)cc(-c4cccs4)nc23)CC1,-5,0.1,-1.7,-0.5,0,0.0,-6,0.1,i,0.0,1.1
Clc1ccc(-c2nnc(-c3ccccc3Cl)o2)cc1,-5,-1.4,3.7,14*,6,2.4,-4,2.5,5,-0.4,4.3

# Sorted by molecular weight (smallest number first): part of the list above.
SMILES,Rev-erbA mod,PG9 Ab binder,hcDAF-12 act,hgDAF-12 ag,SMARCA2 activ,DAX1 inh-1,sPLA2-III inh,DAX1 inh-2,PLC-beta3 inh,ssDAF12 agonist,FXN GAA850 act
Clc1ccc(-c2nnc(-c3ccccc3Cl)o2)cc1,-5,-1.4,3.7,14*,6,2.4,-4,2.5,5,-0.4,4.3
COc1cccc(/C=N/Nc2ccc(Cl)nn2)c1OC,8,-0.6,-1.3,2.3,2,5.6*,13,-0.7,-8,-0.9,1.7
CC(C)(C)OC(=O)C[C@H]1C/C=C\C[C@@H](CC(=O)NCCO)C(=O)N[C@H](Cc2ccccc2)COC1=O,5,2.4,-0.6,0.4,-3,1.7,-3,-0.4,0,-0.5,-0.2
